Rv3671c protease – inhibitors of M. tuberculosis serine protease Rv3671c. P9WHR9. inhibition, % at 5.96 µM. 0.048% of 320,000 active. AID 2606; in the data active = inhibition above about 38%;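 also: extracellular domain of Rv3671c used as enzyme; 0% = enzyme with DMSO and 100% = no enzyme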
BioA inh – blocks M. tuberculosis BioA enzyme activity | inhibition, % at 9.99 µM | purified M. tuberculosis BioA enzyme, plate reader | 0.096% of 360,000 active; in the data active = inhibition above about 40%
Mtb UGM inh – Mtb UDP-galactopyranose mutase inhibition; AID 504406; P9WIQ1; 0.06% of 320,000 active; purified UGM, fluorescence polarization probe displacement; inhibition, % at 10 µM; in the data active = inhibition above about 10%, passing the limit was not always enough
Target sequence (P9WIQ1 whole entry, looked up): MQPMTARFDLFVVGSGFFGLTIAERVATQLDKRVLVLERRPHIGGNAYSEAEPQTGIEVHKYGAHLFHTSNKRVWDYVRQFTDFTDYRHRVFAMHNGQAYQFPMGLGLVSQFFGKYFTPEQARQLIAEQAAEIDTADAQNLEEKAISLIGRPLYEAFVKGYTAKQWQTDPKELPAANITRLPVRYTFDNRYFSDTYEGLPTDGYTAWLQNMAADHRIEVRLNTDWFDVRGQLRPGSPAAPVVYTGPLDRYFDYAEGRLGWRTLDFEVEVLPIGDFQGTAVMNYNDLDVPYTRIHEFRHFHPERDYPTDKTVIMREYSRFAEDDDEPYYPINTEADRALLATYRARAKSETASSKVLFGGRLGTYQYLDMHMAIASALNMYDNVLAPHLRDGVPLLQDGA
MazEF act – increases E. coli MazEF RNase cleavage of RNA; activation, % at 20 µM; FAM/BHQ RNA-DNA oligo cleavage fluorescence, 5 h; 0.32% of 350,000 active; in the data active = activation above about 50%
Target sequence (P0AE70 whole entry, looked up): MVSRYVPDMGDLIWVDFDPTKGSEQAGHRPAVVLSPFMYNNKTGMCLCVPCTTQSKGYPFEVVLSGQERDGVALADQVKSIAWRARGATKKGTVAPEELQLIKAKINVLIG
GDH-TPI counter – counter-screen for M. tuberculosis FBA inhibitors: GDH-TPI coupled enzymes | GDH-TPI coupled enzyme counterscreen, NADH absorbance | inhibition, % at 4.8 µM | 1.2% of 360,000 active | AID 588335; in the data active = inhibition above about 30%;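 also: 0% = DMSO wells and 100% = wells lacking the enzyme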
BH1578 lux ind – induces V. cholerae light production without autoinducers. V. cholerae BH1578 lux reporter, luminescence, 6 h. activation, % at 18.7 µM. 0.16% of 350,000 active. AID 588436; in the data active = activation mostly above about 9.7%, no sharp cut-off; also: not every result past the cut was called active; inactives centre near 0; reference of the scale not given here
SARS 3CLpro inh – SARS-CoV 3CLpro protease inhibition; recombinant SARS-CoV 3CLpro, quenched FRET peptide cleavage; 0.14% of 290,000 active; inhibition, % at 6 µM; in the data active = inhibition above about 12%
Mtb FBA inh – inhibits M. tuberculosis FBA enzyme; P9WQA3; purified M. tuberculosis FBA, fluorescence read-out; inhibition, % at 1 µM; 2.3% of 360,000 active; AID 588726; in the data active = inhibition above about 27%;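 also: 0% = vehicle and 100% = reference inhibitor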
SSB-PriA inh – inhibitors of Klebsiella pneumoniae PriA binding to SSB C-terminal tail | 0.6% of 430,000 active | AID 1272365 | AlphaScreen SSBct-PriA binding, biotinylated peptide | inhibition, % at 33 µM; in the data active = inhibition mostly above about 37%, no sharp cut-off; inactive = mostly below about 20%;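 also: plate controls were negative control peptide for no effect and reference peptide for full effect; strong numbers were not always called active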
DUSP3 inh – DUSP3 (human) phosphatase inhibition. P51452. recombinant VHR phosphatase, pNPP absorbance. inhibition, % at 13.3 µM. 0.52% of 290,000 active. AID 1654; in the data active = inhibition above about 50%; also: some compounds called inactive have numbers as strong as hits
Target sequence (P51452 whole entry, looked up): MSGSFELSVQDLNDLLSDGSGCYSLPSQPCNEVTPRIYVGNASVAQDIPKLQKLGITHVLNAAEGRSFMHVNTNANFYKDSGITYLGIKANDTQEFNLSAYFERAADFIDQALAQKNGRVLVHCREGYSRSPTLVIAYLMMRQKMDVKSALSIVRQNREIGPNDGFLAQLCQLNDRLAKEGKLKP
Active calls of the source: *; i = inactive; x = not tested or not shown; & = joins results of further samples. This is a subset; the hit share may differ from the screen's.

SMILES | Rv3671c protease | BioA inh | Mtb UGM inh | MazEF act | GDH-TPI counter | BH1578 lux ind | SARS 3CLpro inh | Mtb FBA inh | SSB-PriA inh | DUSP3 inh
O=C(NCc1cccs1)c1csc2c1CCCCC2 | -5 | x | 4.0 | 4 | 7 | 1.7 | 0 | 4 | -21 | -11
Oc1ccc(CCC2CCCCN2Cc2nc(C3CC3)no2)cc1 (configuration not stated) | 0 | x | -1.1 | 6 | 4 | x | 7 | 0 | 13 | 21
CC1CCC(NC(=O)COc2ccccc2C(N)=O)CC1 (configuration not stated) | -1 | 0.8 | -1.3 | 4 | 3 | i | -8 | 1 | -6 | -15
Cc1ccc(C(=O)NC(=S)NCc2cccnc2)c(C)c1 | 13 | x | -1.5 | 8 | 0 | i | -1 | -2 | 4 | 4
Cc1ccc(C(=O)NCC(=O)OC(C)C(=O)Nc2ccc(N3CCOCC3)cc2)s1 (configuration not stated) | 10 | 1.2 | -0.9 | -15 | 1 | i | -2 | -3 | -6 | 5
COc1ccc(Br)cc1C(=O)Nc1ccc(Cc2ccncc2)cc1 | -11 | 0.4 | 0.5 | 11 | 2 | 1.0 | -2 | 0 | 0 | 28
O=C(COC(=O)CCCC1=NS(=O)(=O)c2ccccc2N1)Nc1ccccc1 | 3 | -0.5 | 1.5 | 0 | 17 | -0.3 | -1 | 3 | 9 | -9
CC(C)c1ccc(NC(=O)COC(=O)c2cc(=O)[nH]c3ccccc23)cc1 | -10 | -1.6 | -3.3 | 9 | 5 | 1.5 | x | 3 | -11 | x
CN(C)c1nc(SCCOC(=O)Nc2ccccc2)nc(N(C)C)n1 | -2 | x | -2.0 | 6 | 0 | -0.3 | 3 | -1 | -16 | 2
O=C(Nc1ccon1)Nc1ccccc1C(F)(F)F | 2 | 0.2 | 0.6 | 5 | 5 | i | -9 | 2 | -5 | 23
Cc1ccc(S(=O)(=O)Nc2nc3cc(C)c(C)cc3[nH]2)cc1 | 0 | x | 2.6 | 9 | 9 | -0.2 | 2 | 0 | -16 | 22
CCOCCCn1c(SCC(=O)Nc2cc(C(C)(C)C)nn2-c2ccccc2)nc2ccccc2c1=O | -15 | x | -4.7 | 3 | 15 | -0.4 | 5 | 1 | -8 | 13
C=Cn1cc[n+](CC(=O)c2ccc(Cl)c(Cl)c2)c1 | 4 | -1.1 | -0.5 | 1 | 2 | -0.1 | -2 | 0 | -13 | -16
Cn1c(=O)n(Cc2ccccc2Br)c2ccccc21 | 4 | 6.0 | 3.0 | -19 | 2 | -0.3 | 5 | 2 | -14 | 14
CC(C)NC(=O)c1nc2c(nnn2Cc2cccc(Cl)c2)c(=O)[nH]1 | -4 | 0.9 | 0.0 | -10 | 6 | 0.0 | -6 | 0 | -9 | -14
Cc1cccn2c(=O)c3cc(C(=O)NC4CCS(=O)(=O)C4)n(Cc4ccccc4)c3nc12 (configuration not stated) | -12 | -0.7 | 1.9 | 9 | 22 | -3.1 | -1 | 40* | -9 | 10
CCOc1ccc(S(=O)(=O)N2CN3CCN(C3)C2)cc1 | 8 | 4.8 | -0.4 | 6 | 12 | i | -3 | -3 | 4 | 44
CCCOc1cc(C)c(S(=O)(=O)N2CCOCC2)cc1C | -5 | x | 3.3 | x | x | x | 0 | x | x | -5
O=C1N=c2ccccc2=C1c1sc(=S)n(CC2CCCO2)c1O (configuration not stated) | -6 | x | 0.4 | 18 | -10 | i | -8 | 4 | -7 | 21
CCN(C(=O)COC(=O)c1c(C)nn(-c2ccccc2)c1C)C1CCS(=O)(=O)C1 (configuration not stated) | 6 | x | -0.2 | 7 | -9 | -1.0 | 3 | -4 | -3 | 0
COC(=O)c1ccccc1NC(=O)c1c(Br)cnn1C | 2 | x | 1.0 | 7 | 1 | i | -1 | 4 | -13 | 2
Cc1ccc(CNC(=O)C2CCN(c3nnc(N4CCCC4=O)s3)CC2)cc1 | -6 | -2.1 | -4.6 | 2 | -2 | -0.1 | -7 | 6 | -8 | 29
COc1cccc(NC(=O)CSc2nnc(Cc3ccc(OC)c(OC)c3)o2)c1 | 12 | -1.2 | -4.5 | -6 | 7 | i | 4 | 1 | 4 | -10
COc1cc(OC)c(NC(=O)CS(=O)(=O)Cc2nc(-c3ccc(C)cc3)oc2C)cc1Cl | -6 | -2.0 | -2.7 | 17 | 1 | -1.6 | 3 | -2 | -2 | -30
CCNC(=O)NC(=O)C(C)OC(=O)c1oc2ccccc2c1CSC1CCCCC1 (configuration not stated) | -10 | 0.2 | -1.5 | -2 | -9 | -0.5 | 3 | -3 | -16 | -1

Rewritten as a markdown table: part of the list above.
| Compound | Rv3671c protease | BioA inh | Mtb UGM inh | MazEF act | GDH-TPI counter | BH1578 lux ind | SARS 3CLpro inh | Mtb FBA inh | SSB-PriA inh | DUSP3 inh |
| --- | --- | --- | --- | --- | --- | --- | --- | --- | --- | --- |
| CCOCCCn1c(SCC(=O)Nc2cc(C(C)(C)C)nn2-c2ccccc2)nc2ccccc2c1=O | -15 | x | -4.7 | 3 | 15 | -0.4 | 5 | 1 | -8 | 13 |
| C=Cn1cc[n+](CC(=O)c2ccc(Cl)c(Cl)c2)c1 | 4 | -1.1 | -0.5 | 1 | 2 | -0.1 | -2 | 0 | -13 | -16 |
| Cn1c(=O)n(Cc2ccccc2Br)c2ccccc21 | 4 | 6.0 | 3.0 | -19 | 2 | -0.3 | 5 | 2 | -14 | 14 |
| CC(C)NC(=O)c1nc2c(nnn2Cc2cccc(Cl)c2)c(=O)[nH]1 | -4 | 0.9 | 0.0 | -10 | 6 | 0.0 | -6 | 0 | -9 | -14 |
| Cc1cccn2c(=O)c3cc(C(=O)NC4CCS(=O)(=O)C4)n(Cc4ccccc4)c3nc12 (configuration not stated) | -12 | -0.7 | 1.9 | 9 | 22 | -3.1 | -1 | 40* | -9 | 10 |
| CCOc1ccc(S(=O)(=O)N2CN3CCN(C3)C2)cc1 | 8 | 4.8 | -0.4 | 6 | 12 | i | -3 | -3 | 4 | 44 |
| CCCOc1cc(C)c(S(=O)(=O)N2CCOCC2)cc1C | -5 | x | 3.3 | x | x | x | 0 | x | x | -5 |
| O=C1N=c2ccccc2=C1c1sc(=S)n(CC2CCCO2)c1O (configuration not stated) | -6 | x | 0.4 | 18 | -10 | i | -8 | 4 | -7 | 21 |
| CCN(C(=O)COC(=O)c1c(C)nn(-c2ccccc2)c1C)C1CCS(=O)(=O)C1 (configuration not stated) | 6 | x | -0.2 | 7 | -9 | -1.0 | 3 | -4 | -3 | 0 |
| COC(=O)c1ccccc1NC(=O)c1c(Br)cnn1C | 2 | x | 1.0 | 7 | 1 | i | -1 | 4 | -13 | 2 |
| Cc1ccc(CNC(=O)C2CCN(c3nnc(N4CCCC4=O)s3)CC2)cc1 | -6 | -2.1 | -4.6 | 2 | -2 | -0.1 | -7 | 6 | -8 | 29 |
| COc1cccc(NC(=O)CSc2nnc(Cc3ccc(OC)c(OC)c3)o2)c1 | 12 | -1.2 | -4.5 | -6 | 7 | i | 4 | 1 | 4 | -10 |
| COc1cc(OC)c(NC(=O)CS(=O)(=O)Cc2nc(-c3ccc(C)cc3)oc2C)cc1Cl | -6 | -2.0 | -2.7 | 17 | 1 | -1.6 | 3 | -2 | -2 | -30 |
| CCNC(=O)NC(=O)C(C)OC(=O)c1oc2ccccc2c1CSC1CCCCC1 (configuration not stated) | -10 | 0.2 | -1.5 | -2 | -9 | -0.5 | 3 | -3 | -16 | -1 |

(next part)
SMILES | Rv3671c protease | BioA inh | Mtb UGM inh | MazEF act | GDH-TPI counter | BH1578 lux ind | SARS 3CLpro inh | Mtb FBA inh | SSB-PriA inh | DUSP3 inh
COc1ccc(C2CC(=O)C3=C(C2)Nc2ccccc2NC3c2coc3ccccc3c2=O)cc1OC (configuration not stated) | 2 | x | -0.4 | 8 | 40* | -0.3 | 6 | 2 | 10 | 8
Cc1ccc(S(=O)(=O)NCCN2CCOCC2)c(C)c1 | -6 | -1.7 | 3.0 | 0 | 0 | i | 4 | 3 | 7 | 24
O=C(NCCc1ccccn1)c1cc(-c2ccc(Cl)cc2)nc2ccccc12 | -7 | x | -1.5 | -3 | 19 | i | -1 | -1 | -17 | 14
Cc1nn2cc(-c3ncc(C(F)(F)F)cc3Cl)cnc2c1Br | -2 | -0.4 | 3.2 | 11 | 10 | -0.4 | 7 | 3 | -16 | 7
COc1ccc(C(C)=O)cc1COC(=O)CNC(=O)C1CCCCC1 | 10 | -0.6 | 1.3 | 3 | 8 | i | x | -2 | -16 | x
O=C(Cc1n[nH]c(=O)[nH]c1=O)N/N=C/c1c(O)ccc2ccccc12 | 19 | x | 4.4 | 71* | 12 | -0.1 | 5 | -3 | x | -7
C=CCn1c(SCn2nnc3ccccc3c2=O)nnc1-c1ccc(Cl)cc1 | -10 | 1.4 | 3.6 | 1 | 1 | 0.3 | 6 | 1 | -11 | 21
O=c1[nH]c2ccccc2nc1-c1ccccc1 | -10 | -1.0 | 7.5 | 2 | 31* | i | -4 | 45* | -1&-10 | 1
O=C(N/N=C/c1cccnc1)c1ccc([N+](=O)[O-])cc1Cl | 0 | x | 2.2 | 0 | 9 | 3.3 | -3 | -2 | x | 1
COc1ccc(OC)c(NC(=O)c2c(NC(=O)CNCc3ccco3)sc3c2CCC3)c1 | -5 | 0.2 | -1.5 | -5 | 6 | 0.6 | 2 | 8 | -9 | 30
COC(=O)[C@H](C)N(Cc1ccc(Cl)c(Cl)c1)S(=O)(=O)CCN1CCN(c2ccccc2)CC1 | x | -0.3 | x | -1 | 1 | -0.4 | x | -2 | -4 | x
Clc1ccc(OCCCNCc2ccccc2)c(Br)c1 | 4 | 0.6 | 2.3 | 13 | -1 | 2.2 | 4 | 0 | -14 | 3
CCn1c(C)c(C)c2cc(C(=O)N3CCCC3)ccc21 | -28 | -1.5 | -5.6 | -3 | 3 | -6.7 | -3 | 4 | 87 | 11
Cc1ccc(NS(=O)(=O)N(C)C)cc1 | -10 | 2.4 | -1.1 | 1 | 0 | i | 1 | 3 | -9 | 26
Cc1cc(C)n2nc(CNS(=O)(=O)c3cccc([N+](=O)[O-])c3)nc2n1 | 0 | 0.5 | -0.8 | 3 | -12 | i | 2 | -5 | 9 | -4
Cn1c(=O)c2c(-c3ccccc3F)c3c(nc2n(C)c1=O)-c1ccccc1C3O (configuration not stated) | -2 | x | 1.2 | 15 | -4 | -12 | 0 | 2 | -11 | 13
Cn1cccc1C(=O)NC(=O)COC(=O)CCNS(=O)(=O)c1cccc(C(F)(F)F)c1 | -4 | 0.4 | -0.9 | -6 | -3 | -0.3 | x | 6 | 3 | x
Cc1ccc(CNS(=O)(=O)c2ccc(C)s2)cc1 | 0 | 0.8 | 3.3 | 5 | 4 | -0.4 | 3 | 0 | -24 | -4

Two entries picked at random from the list so far:
SMILES | Rv3671c protease | BioA inh | Mtb UGM inh | MazEF act | GDH-TPI counter | BH1578 lux ind | SARS 3CLpro inh | Mtb FBA inh | SSB-PriA inh | DUSP3 inh
COc1ccc(C(C)=O)cc1COC(=O)CNC(=O)C1CCCCC1 | 10 | -0.6 | 1.3 | 3 | 8 | i | x | -2 | -16 | x
Cc1ccc(NS(=O)(=O)N(C)C)cc1 | -10 | 2.4 | -1.1 | 1 | 0 | i | 1 | 3 | -9 | 26
